Compound activity as filed in PubChem.
SIRT5 block = SIRT5 desuccinylase inhibitors, primary screen, biochemical, fluorescence imaging, single point, set 5; 330,000 tested, 1.1% active; Purified SirT5, succinyl-peptide AMC, trypsin-coupled fluorescence; inhibition, % at 15 µM; NAD-dependent protein deacylase sirtuin-5, mitochondrial (Homo sapiens), Q9NXA8; AID 652115, 2013; in the data active means inhibition above about 15%
Target sequence (Q9NXA8 whole entry, looked up): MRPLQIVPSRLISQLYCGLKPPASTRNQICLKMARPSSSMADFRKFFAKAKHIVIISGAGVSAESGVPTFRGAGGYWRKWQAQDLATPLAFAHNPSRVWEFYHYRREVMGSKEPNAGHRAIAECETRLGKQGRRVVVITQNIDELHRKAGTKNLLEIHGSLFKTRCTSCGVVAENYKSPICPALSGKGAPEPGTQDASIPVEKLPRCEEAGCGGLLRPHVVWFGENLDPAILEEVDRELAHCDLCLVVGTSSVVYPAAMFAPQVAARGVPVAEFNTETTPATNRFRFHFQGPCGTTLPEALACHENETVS
ERp5 block = inhibitors of ERp5-driven insulin aggregation, primary screen, biochemical, turbidity, absorbance 650 nm, single point; 350,000 tested, 0.05% active; Protein disulfide-isomerase A6 (Homo sapiens), Q15084; 90 min; inhibition, % at 9.99 µM;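 active means mean replicate inhibition above about 25%, with every replicate also reaching it, limit read from the data, passing the limit was not always enough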
ARNT TACC3 PPI = disruptors of ARNT/TACC3 protein interaction, primary screen, biochemical, AlphaScreen, single concentration | 390,000 tested, 0.66% active | AlphaScreen His-ARNT PAS-B/GST-TACC3 binding, luminescence; TACC3 fragment carries E629A point mutation | inhibition, % at 9.99 µM | AID 623870, 2012 | Transforming acidic coiled-coil-containing protein 3 (Homo sapiens), Q9Y6A5;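 active means mean inhibition of replicates at least 50% and at least half of replicates each reaching 50%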;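 further: 0% = complete ARNT plus TACC3 wells and 100% = ARNT alone without TACC3; many hits fall short of the cut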
Statin myotox sup = suppressors of statin myotoxicity in C2C12 myotubes, primary screen, cell-based, single point, plate reader; C2C12 myotubes + simvastatin, ATP luminescence, 48 h; scaled: DMSO 0, geranylgeraniol control 100; rescue of ATP level, % at 7.49 µM; 330,000 tested, 0.78% active;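 active means mean ATP rescue above about 67%, or every replicate alone reaching that limit, limit read from the data, passing the limit was not always enough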;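 further: myotubes were challenged with 10 µM simvastatin during compound exposure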
miR-122 sensor = miR-122 Renilla sensor signal increase in Huh7, primary screen, miR-122 inhibitor project, cell-based, single point, plate reader. Huh7 miR-122 Renilla luciferase sensor, 48 h; neutral wells = 0, positive control = 100. activation (reporter increase), % at 12.5 µM. 340,000 tested, 0.3% active;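 active means mean replicate activation score at least 90 and every replicate individually at or above 90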;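 further: higher luciferase means less miR-122 activity so hits act as miR-122 inhibitors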
Cneo AK release = Cryptococcus neoformans cell lysis inducers, primary screen, AK release luminescence, single concentration; 360,000 tested, 0.2% active; AID 651654, 2012; C. neoformans lysis, adenylate kinase release luminescence, 4 h; normalised: neutral wells 0, clomiphene wells 100; lysis activity, % at 15 µM;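 active means mean lysis activity across replicates of at least 80%, whatever share of replicates individually reach that level; inactive means mean lysis activity below 80%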
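Assay system: Cryptococcus neoformans yeast cells / Dosing: single-point compound dose / Timing: 4 h at 37 °C static, read 1 h later / Measured by: luminescence of released adenylate kinase using an AK detection reagent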
esBAF inh = Bmi1 luciferase reporter increase in mESCs, primary screen, esBAF inhibitor project, mouse ES cells, Bmi1 luciferase knock-in, single point. 24 h; 100% = twice the neutral-well signal. reporter increase, % at 12.5 µM. 350,000 tested, 2% active; in the data active means activation above about 40%;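 further: 0% = median of the plate's neutral control wells and 100% = double that signal; a rise in the Bmi1 reporter signal indicates esBAF inhibition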
Numbers without * were called inactive; · = no result given; [ ] = dose if it differs, or a comment.

Keys: A = SIRT5 block; B = ERp5 block; C = ARNT TACC3 PPI; D = Statin myotox sup; E = miR-122 sensor; F = Cneo AK release; G = esBAF inh
[1] c1ccc(-n2cc(CN3CCCC(CN4CCCC4)C3)c(-c3ccc4c(c3)OCO4)n2)cc1 (stereo not drawn)
  A: 1; B: 2; C: 18; D: -4; E: 5; F: 2; G: -9
[2] Cc1cc(C)c2[nH]c(C(=O)N3CCC(n4nccc4NC(=O)C4CC4)CC3)c(C)c2c1
  A: 1; B: 3; C: -30; D: ·; E: 1; F: 2; G: ·
[3] COc1ccc(CC(NC(C)=O)C(=O)NC2CCN(C(=O)c3ccncc3)CC2)cc1OC (stereo not drawn)
  A: -4; B: -3; C: -6; D: 8; E: ·; F: 2; G: -3
[4] COc1ccc(CCNCC(=O)Nc2ccccc2C(F)(F)F)cc1
  A: -4; B: 8; C: ·; D: ·; E: 3; F: ·; G: ·
[5] OCCC1CN(CCCc2ccccc2)CCN1Cc1ccccc1 (stereo not drawn)
  A: -4; B: -2; C: -4; D: 0; E: 7; F: 0; G: -3
[6] C[C@@H]1CN([C@H](C)CO)C(=O)c2cc(-c3ccc(F)cc3)cnc2O[C@H]1CN(C)Cc1ccccn1
  A: 0; B: -2; C: 1; D: 15; E: 5[16.7 µM]; F: -2; G: -1
[7] COc1ccccc1C(=O)Nc1ccc2c(c1)OC[C@H](C)N(C)C[C@H](C)[C@@H](OC)CN(C)C2=O
  A: -3; B: 2; C: -3; D: -14; E: -12[16.7 µM]; F: -3; G: -3
[8] C[C@H](CO)N1C[C@H](C)[C@@H](CN(C)Cc2ccc(C(=O)Nc3ccccc3N)cc2)Oc2ccc(NC(=O)Cc3cn(C)c4ccccc34)cc2CC1=O
  A: 4; B: 5; C: 12; D: 40; E: 20[16.7 µM]; F: 2; G: -11
[9] O=C(N=C1SC2CS(=O)(=O)CC2N1Cc1ccccc1)c1ccccc1 (stereo not drawn)
  A: -2; B: 0; C: ·; D: 5; E: -4; F: 1; G: -3
[10] CCCOc1ccc(Cc2c(O)nc(SC)[nH]c2=O)cc1C
  A: -2; B: 3; C: -1; D: -1; E: -1; F: 0; G: -5

Retrieved one by one from the entries so far, five records:
Keys: A = SIRT5 block; B = ERp5 block; C = ARNT TACC3 PPI; D = Statin myotox sup; E = miR-122 sensor; F = Cneo AK release; G = esBAF inh
[2] Cc1cc(C)c2[nH]c(C(=O)N3CCC(n4nccc4NC(=O)C4CC4)CC3)c(C)c2c1
  A: 1; B: 3; C: -30; D: ·; E: 1; F: 2; G: ·
[7] COc1ccccc1C(=O)Nc1ccc2c(c1)OC[C@H](C)N(C)C[C@H](C)[C@@H](OC)CN(C)C2=O
  A: -3; B: 2; C: -3; D: -14; E: -12[16.7 µM]; F: -3; G: -3
[3] COc1ccc(CC(NC(C)=O)C(=O)NC2CCN(C(=O)c3ccncc3)CC2)cc1OC (stereo not drawn)
  A: -4; B: -3; C: -6; D: 8; E: ·; F: 2; G: -3
[5] OCCC1CN(CCCc2ccccc2)CCN1Cc1ccccc1 (stereo not drawn)
  A: -4; B: -2; C: -4; D: 0; E: 7; F: 0; G: -3
[1] c1ccc(-n2cc(CN3CCCC(CN4CCCC4)C3)c(-c3ccc4c(c3)OCO4)n2)cc1 (stereo not drawn)
  A: 1; B: 2; C: 18; D: -4; E: 5; F: 2; G: -9

The list goes on.
Keys: A = SIRT5 block; B = ERp5 block; C = ARNT TACC3 PPI; D = Statin myotox sup; E = miR-122 sensor; F = Cneo AK release; G = esBAF inh
[11] O=C(O)C1C2CCC(O2)C1C(=O)Nc1ccc(OC(F)F)cc1 (stereo not drawn)
  A: -2; B: 2; C: 6; D: 5; E: 1; F: 1; G: 0
[12] O=C(C[C@@H]1C=C[C@H](NC(=O)C2CCC2)[C@@H](CO)O1)NCCCN1CCOCC1
  A: 8; B: 2; C: 0; D: -4; E: 5[16.7 µM]; F: -6; G: 3
[13] CC1CCN(CCOCCOc2ccc(Br)cc2Cl)CC1
  A: ·; B: ·; C: -10; D: -24; E: 1; F: 1; G: -3
[14] Cc1sc2nc[nH]c(=O)c2c1-c1ccc(Cl)cc1
  A: 10; B: -4; C: -3; D: 4; E: -1; F: 0; G: -8
[15] COC(=O)C(NC(=O)CCc1c(C)nc2ncnn2c1C)C(C)C (stereo not drawn)
  A: ·; B: ·; C: -16; D: ·; E: -4; F: -3; G: ·
[16] CC(C)N1CCN(Cc2ccc(C#CC(C)(C)O)cc2)CC1CCO (stereo not drawn)
  A: -2; B: 0; C: 2; D: ·; E: ·; F: ·; G: ·
[17] C[C@@H]1CN([C@@H](C)CO)C(=O)Cc2cc(NS(=O)(=O)c3cccs3)ccc2O[C@H]1CN(C)S(=O)(=O)c1ccccc1
  A: 1; B: 11; C: -3; D: -2; E: 6[16.7 µM]; F: 58; G: -3
